Screens deposited in PubChem by National Center for Advancing Translational Sciences (NCATS).
TRHR ag: TRH receptor (human) agonism; activation, % at 2 µM; TRHR cells, calcium flux fluo-8, FDSS agonist mode; 360,000 tested, 0.18% active; P34981; AID 493084; in the data active = activation above about 30%; also: 0% is about no effect
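In this calcium-flux screen, cells bearing human TRHR are dye-loaded with fluo-8, baselined for 10 cycles, then exposed to library compounds; positive kinetic calcium responses during the agonist phase mark hits, with TRH as control.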
TrxR1 substrate: is turned over as a substrate by rat TrxR1; O89049; purified TrxR1 substrate turnover, NADPH consumption readout; Potency, µM (highest dose often 114 µM), for inactives: at the top dose activity change, negative = substrate turnover; 390,000 tested, 0.01% active; AID 588456; also: potency is read from the fitted curve at half-maximal effect; % is scaled to controls: 0 for no effect and ±100 for the full control effect; nearly all actives have a fitted effect of over 50% in size
Target sequence (O89049 whole entry, looked up): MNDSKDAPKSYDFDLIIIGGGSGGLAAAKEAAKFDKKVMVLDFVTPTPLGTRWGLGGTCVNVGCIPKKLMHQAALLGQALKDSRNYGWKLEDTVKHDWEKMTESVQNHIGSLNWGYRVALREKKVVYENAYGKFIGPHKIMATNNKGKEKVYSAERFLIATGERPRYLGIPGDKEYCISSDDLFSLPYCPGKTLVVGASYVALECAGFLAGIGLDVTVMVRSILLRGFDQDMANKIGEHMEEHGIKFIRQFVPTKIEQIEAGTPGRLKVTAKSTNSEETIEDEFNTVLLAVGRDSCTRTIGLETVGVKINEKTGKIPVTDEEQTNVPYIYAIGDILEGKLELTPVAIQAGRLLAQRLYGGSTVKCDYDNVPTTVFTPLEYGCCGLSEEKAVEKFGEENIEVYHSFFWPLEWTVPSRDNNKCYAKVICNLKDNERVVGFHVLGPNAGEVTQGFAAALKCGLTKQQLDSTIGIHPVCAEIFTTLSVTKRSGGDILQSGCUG
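Rat TrxR1, dispensed at 90 nM, was prereduced with 400 uM NADPH (final) for 5 min at ~22 deg C, then incubated with compound 15 min before 400 uM selenite. A first-read NADPH fluorescence drop versus no-compound background flagged substrates.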
Pin1 inhibitor: human Pin1 inhibition; Pin1 FP peptide displacement, HiFluor488, 10 min; Potency, µM (doses to about 115 µM), for inactives: at the highest dose activity, negative = inhibition, actives largely listed as inhibitors; 390,000 tested, 0.009% active; AID 504891; active = well fitted inhibition curve with a large enough effect in the polarisation, with a control signal flat, not every such curve was filed as active; inconclusive = small, poorly fitted or top-dose-only effect, or effect the other way, or a change in a side signal; inactive = no such curve, though single readings can be large or run the other way; the % refers to the polarisation; also: potency is read from the fitted curve at half-maximal effect; % is scaled to controls: 0 for no effect and ±100 for the full control effect
Target sequence (Q13526 whole entry, looked up): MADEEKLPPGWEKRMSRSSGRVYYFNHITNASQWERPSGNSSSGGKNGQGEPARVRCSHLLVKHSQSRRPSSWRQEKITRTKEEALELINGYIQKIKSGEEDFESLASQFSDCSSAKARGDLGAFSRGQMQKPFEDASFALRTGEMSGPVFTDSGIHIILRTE
D2 agonist: D2 dopamine receptor (human) agonism; P14416; HEK293 T-REx D2 cells, calcium flux agonist mode; activation, % at 2 µM; 340,000 tested, 0.53% active;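 active = activation over 3 SD above normal in the single-dose calcium agonist read, cut at about 30% in these data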; also: 0% is about no effect
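Calcium-flux readout, 1 cycle/sec over 180 s following compound pin transfer, in inducible HEK293 Trex D2 cells (force-coupled); dopamine controls included. Positive calcium responses during this window marked compounds as potential agonists.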
rTrxR1 inhibitor: blocks rat thioredoxin reductase 1. O89049. recombinant rTrxR1, NADPH fluorescence consumption, selenite substrate. Potency, µM (titrated, usually from 114 µM), for inactives: top-dose activity change, negative = inhibition, most hits filed as inhibitors. 390,000 tested, 1% active; also: potency is read from the fitted curve at half-maximal effect; % is scaled to controls: 0 for no effect and ±100 for the full control effect; nearly all actives have a fitted effect of over 65% in size
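Rat TrxR1 (90 nM in the dispensed reagent) was pre-reduced with 400 uM NADPH for 5 min at room temperature, then incubated with compound for 15 min. After 400 uM selenite was added, NADPH fluorescence (Ex 340/Em 450 nm) was followed for 8 min.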
mIDH1 inhibitor: inhibitors of human mutant IDH1 R132H; IDH1-R132H enzyme, NADPH consumption, diaphorase/resazurin fluorescence; 390,000 tested, 0.093% active; AID 602179; O75874; Potency, µM (doses to about 76.6 µM), for the others: top-dose activity change, negative = inhibition, hits mostly inhibitors; also: potency is read from the fitted curve at half-maximal effect; % is scaled to controls: 0 for no effect and ±100 for the full control effect; nearly all actives have a fitted effect of over 65% in size
Target sequence (O75874 whole entry R132H, stated change not applied): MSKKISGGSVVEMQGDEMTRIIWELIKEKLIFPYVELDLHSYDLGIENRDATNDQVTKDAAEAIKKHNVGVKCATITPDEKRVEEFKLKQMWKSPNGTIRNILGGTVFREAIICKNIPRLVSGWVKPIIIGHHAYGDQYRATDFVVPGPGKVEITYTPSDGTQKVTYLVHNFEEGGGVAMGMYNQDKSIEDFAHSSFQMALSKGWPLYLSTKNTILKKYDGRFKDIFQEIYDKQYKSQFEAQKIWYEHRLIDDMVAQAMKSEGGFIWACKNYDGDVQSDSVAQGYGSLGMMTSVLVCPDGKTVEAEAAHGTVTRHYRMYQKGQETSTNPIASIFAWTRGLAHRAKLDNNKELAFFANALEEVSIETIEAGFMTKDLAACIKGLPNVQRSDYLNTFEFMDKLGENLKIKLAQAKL
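IDH1-R132H (0.5 ug/mL) preincubated 30 min with compound, then NADPH (0.016 mM) and alpha-KG (2 mM) added; 80 min at RT, pH 7.5. Remaining NADPH coupled via diaphorase/resazurin to fluorescence (540/590 nm); concentration-response curves normalized to no-enzyme control.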
TRHR PAM: allosteric enhancers of human TRH receptor | AID 493056 | enhancement, % at 2 µM | 360,000 tested, 0.66% active | TRHR cells, fluo-8 calcium fluorescence, EC20 TRH enhancement; in the data active = enhancement above about 30%; also: 0% is about no effect
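Enhancer read-out: after compound pinning and an initial kinetic agonist-mode read, an EC20 of TRH (10 nM final) was injected and fluo-8 calcium signal (Ex 480/Em 530) followed at 1 s/cycle for 100 cycles in TRHR-expressing cells.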
USP1-UAF1 inh: inhibitors of human USP1/UAF1 deubiquitinase | O94782 | recombinant USP1/UAF1, Ub-Rhodamine cleavage fluorescence | Potency, µM (doses to about 57.1 µM), for the others: top-dose activity change, negative = inhibition, usual class: inhibitors | 390,000 tested, 0.23% active; also: potency is read from the fitted curve at half-maximal effect; % is scaled to controls: 0 for no effect and ±100 for the full control effect; nearly all actives have a fitted effect of over 60% in size; inactives centre near -12
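USP1/UAF1 complex at 1 nM was preincubated with compound for 15 min at room temperature, then Ub-Rho substrate (150nM final) was added. Fluorescence (480/540 nm) was read kinetically, 6 reads every 60 seconds.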
D2 antag: antagonizes the human D2 dopamine receptor; P14416; HEK293 TREx D2 cells, calcium flux, dopamine EC80; inhibition, % at 10 µM; 340,000 tested, 2% active; in the data active = inhibition above about 30%; also: 0% is about no effect
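Calcium mobilization kinetics were recorded at 1 s intervals in tetracycline-induced HEK293 T-REx D2 cells, first for 180 s after compound addition and then 180 s after EC80 dopamine.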
* hit, by the source's call; ? = inconclusive; · = no result given; [ ] = another dose, or the depositor's remark. Unless noted, calls follow the shape of the dose curve; as a rule, active = well fitted inhibition curve with a large enough effect; inconclusive = small, poorly fitted or top-dose-only effect; inactive = no such curve, though single readings can be large or run the other way. A portion of the library, so the mix of outcomes need not match the whole.

SMILES	TRHR ag	TrxR1 substrate	Pin1 inhibitor	D2 agonist	rTrxR1 inhibitor	mIDH1 inhibitor	TRHR PAM	USP1-UAF1 inh	D2 antag
CN(NC1OC(=O)c2ccccc21)c1c([N+](=O)[O-])cc(C(F)(F)F)cc1[N+](=O)[O-] (configuration not stated)	-0.1	-1%[57.1 µM]	-4%	-0.1	-6%[57.1 µM]	-2%	0	-6%	-4
Cc1ccc(Cn2c(C(C)Nc3nc(-c4ccc(F)cc4)cs3)nc3cc(C(F)(F)F)ccc32)cc1 (configuration not stated)	·	-1%	15%	·	26%	3%	·	?	·
COc1ccccc1N1N=C(c2cccs2)CC1c1ccccc1 (configuration not stated)	-0.4	37%[activator]	24%	-1.4	-7%	6%	-5	-19%	-4
Cc1ccc(OCC(=O)Sc2ccc(C)cc2)cc1	0.9	-11%	-6%	-0.3	?	5%	0	-16%	0
O=C(Nc1cccc(F)c1)C1CCN(S(=O)(=O)c2cccc3nsnc23)CC1	-1.2	-9%	-17%	0.2	-77%	-2%	-8	7%	·
COC(=O)C1=C(c2ccccc2)c2ccccc2S(=O)(=O)N1CC(=O)Nc1ccc(F)c(F)c1	1.1	-3%	9%	0.1	10%	-24%	-2	-16%	·
COc1ccc(NC(=O)c2ccc(C#CC(C)(C)O)cc2)cc1	-1.4	-4%	0%	0.3	-6%	1%	-3	-20%	-1
O=C(Nc1ccccc1C(=O)O)c1ccc(CN2C(=O)c3ccccc3C2=O)cc1	-0.8	-2%	5%	0.8	15%	-15%	1	-23%	10
CC(=O)c1ccc(-n2nnnc2SCC(=O)N2CCN(C(=O)c3ccco3)CC2)cc1	-0.2	-5%	2%	0.8	-6%	0%	4	0%	-3
CC(=O)NC(CC(C)C)C(=O)O (configuration not stated)	·	10%	-1%	·	10%	8%	·	-22%	·
CC(=O)OCc1c(C(F)(F)F)nn(C)c1Oc1cccc(C(F)(F)F)c1	-0.1	-2%	-7%	-0.1	-3%	-6%	15	-18%	-2
COc1cc(OC)c(NC(C)C(=O)N2CCCC2)cc1Cl (configuration not stated)	-0.2	12%	0%	0.0	34%	19%	-5	-10%	11
Cc1ccc(NC(=O)Nc2ccc3c(c2)CCC3)c(C)c1	0.1	-2%	4%	-0.4	22%	1%	-3	-15%	10
CCOc1ccc2ccccc2c1/C=N/NC(=O)CNC(=O)c1ccccc1O	-0.7	4%	0%	0.2	2%	12%	-2	-5%	1
N=c1c(C(=O)NCC2CCCO2)cc2c(=O)n3ccccc3nc2n1Cc1ccccc1Cl (configuration not stated)	1.8	·	18%	-0.7	232%	10%	6	-10%	-13
COc1ccc(C(=O)c2coc3c2C(=O)C(=O)c2ccccc2-3)cc1	-0.2	-6%[57.1 µM]	-17%	-0.5	-7%[57.1 µM]	19%	-7	?	-4
CCOc1ccc(S(=O)(=O)N2CCC(C(=O)NCc3ccncc3)CC2)cc1	0.0	-14%	-12%	-0.4	-10%	-2%	-3	0%	16
Cc1ccc(-c2[nH]ncc2CNCCc2cnn(-c3ccccc3)c2)cc1C	1.1	-2%	4%	2.2	6%	2%	-4	-18%	-16
Cc1ccc([N+](=O)[O-])cc1N/C=C/C(=O)c1ccco1	-3.2	4%[57.1 µM]	9%	-0.4	1%	0%	-2	-1%	-8
NC(=O)C1CCN(C(=O)CN(c2ccc3c(c2)OCCO3)S(=O)(=O)c2ccccc2)CC1	0.9	4%	1%	0.7	38%[57.1 µM]	6%	3	-5%	14
CCCn1c2ccccc2c2cnn(CC(=O)NCCCN3CCCC(C)C3)c(=O)c21 (configuration not stated)	-0.1	14%	0%	·	20%	7%	6	-22%	·
CCOC(=O)c1c(NC(=O)COC(=O)c2ccc(O)cc2)sc(C(=O)N(C)C)c1C	0.5	5%	2%	0.3	29%	-5%	5	-16%	-9
O=C(NC1CCCC1)C(c1ccc(Cl)cc1)N1CCOCC1 (configuration not stated)	0.3	2%	-7%	-0.9	10%	6%	-1	-26%	32*
CCOc1ccccc1N1CCN(C(=O)c2ccccc2OCc2c(C)noc2C)CC1	-0.4	9%	-4%	2.8	9%	11%	-2	-19%	-6
O=C(CSc1nc2[nH]ncc2c(=O)[nH]1)c1ccc(Cl)cc1	-0.3	·	·	-0.2	·	·	0	·	0
CCCSc1ncnc2[nH]ncc12	·	-12%[2.29 µM]	-1%	·	-15%[2.29 µM]	0%	·	?	·
Cc1ccc2c(C)c(C(=O)Nc3ccc(S(N)(=O)=O)cc3)oc2c1C	-0.1	-13%	11%	0.6	-15%	-14%	0	-15%	-9
Nc1cccc(NC(=O)c2ccco2)c1	-0.1	0%	-1%	-1.5	10%	-8%	-5	-2%	-7
COc1cc(/C=N/N2CCN(C3c4ccccc4-c4ccccc43)CC2)cc(OC)c1OC	-0.2	-8%[57.1 µM]	-3%	0.5	8%[57.1 µM]	0%	2	-23%	5
CCOc1ccc(NC(=O)C2CC(=O)N(c3ccc(C(C)C)cc3)C2)cc1 (configuration not stated)	-0.2	6%	-1%	·	-3%	-3%	-10	-29%	·
CC(C)(C)c1ccc(C(=O)Nc2ccc(S(=O)(=O)Nc3cnc4ccccc4n3)cc2)cc1	0.1	-1%[57.1 µM]	?	0.5	-3%[57.1 µM]	-2%	-5	-9%	2
COc1ccccc1NC(=S)NC(=O)c1ccc(Cn2cc(Br)cn2)cc1	0.7	8%[57.1 µM]	24%	1.1	-16%[57.1 µM]	4%	-5	-8%	1
COCCNC(=O)C1CCCN(S(=O)(=O)c2ccc3c(ccn3C)c2)C1 (configuration not stated)	0.0	-4%[57.1 µM]	-7%	-0.5	2%[57.1 µM]	10%	-1	?	·
O=C(NCc1ccco1)c1sc(=S)n2c1[nH]c(=O)c1ccccc12	7.9	-5%	-2%	9.7	-4%	12%	2	-24%	6
Cc1ccc(CNC(=O)Cc2cn(C)c3ccccc23)cc1	0.1	6%[57.1 µM]	-1%	·	8%[57.1 µM]	-2%	5	-9%	·
Fc1cccc(-n2ncc(-c3nnnn3-c3ccccc3)c2C(F)(F)F)c1	-0.3	-2%	4%	2.2	6%	11%	-10	-7%	14
CCC(C)c1ccccc1N1CC(C(=O)N(C)CC(=O)Nc2cccc(F)c2)CC1=O (configuration not stated)	0.0	13%[57.1 µM]	-7%	0.4	13%[57.1 µM]	6%	8	-9%	-8
COc1cc([N+](=O)[O-])cc(/C=N/NC(=O)Cn2nc(C)cc2C)c1O	0.3	-17%	18%	0.7	-9%	-3%	2	-24%	-3
COc1ccc(C(=O)CSc2nnc(-c3cccnc3)n2Cc2ccco2)cc1	0.3	-9%	10%	-0.3	50µM*	9%	-2	-14%	10
COc1ccc(CCNC(=O)c2ccc(-n3c(C)cc4c3CCC(C)C4)cc2)cc1OC (configuration not stated)	0.0	0%	8%	0.2	-13%	-17%	9	-38%	·
CCOc1cc(C(=O)N2CCCC2)cc(OCC)c1OCC	-0.5	-5%	-4%	-0.5	-10%	-3%	-6	6%	7
O=C(C1CCCCC1)N1CCN(c2nc(-c3ccc(F)cc3)cs2)CC1	-0.4	7%[57.1 µM]	3%	0.6	45%[activator][57.1 µM]	0%	1	0%	11
C=C(C)Cn1c(CCCNC(=O)C(C)(C)C)nc2ccccc21	-0.5	10%[57.1 µM]	-7%	0.2	13%[57.1 µM]	6%	7	-16%	11
Cc1ccc(NC(=O)CCSc2ccccn2)cc1	-0.4	-6%	-2%	0.3	0%	4%	-6	-5%	4
CCOC(=O)Nc1ccc2c(c1)Cc1cc([N+](=O)[O-])ccc1-2	·	8%[57.1 µM]	26%	·	6%[57.1 µM]	2%	·	-17%	·
CC(=O)Nc1ccc(S(=O)(=O)NC(C)C(=O)NCC(c2ccco2)N2CCCCC2)cc1 (configuration not stated)	0.0	7%	-4%	0.1	28%	-7%	3	-24%	-12
Cc1nnsc1C(=O)NC(C)c1ccccc1 (configuration not stated)	2.6	8%	-4%	-0.2	17%	-7%	1	-12%	-7
COCc1nnc(NC(=O)c2sc3ccccc3c2Cl)s1	-0.5	-10%	-8%	0.2	-5%	18%	-4	-17%	0
Cc1ccc(-n2c(O)c(C=Nc3cc(C)on3)c3ccccc3c2=O)c(C)c1	0.3	-5%	?	-0.2	5%	-7%	-6	-20%	-3
Cc1cc(N2CCN(C(=O)c3ccco3)CC2)n2nc(C)nc2n1	0.3	-7%[57.1 µM]	-1%	1.1	0%[57.1 µM]	14%	-5	-5%	6
O=c1[nH]cnc(O)c1N=Nc1ccccc1	0.5	-14%	0%	-0.7	-8%	5%	-6	-18%	6
COCCNCC1C(Oc2ccc(Cl)cc2)C(=O)N1c1ccccc1C (configuration not stated)	0.1	7%[57.1 µM]	9%	0.8	6%[57.1 µM]	2%	-3	-11%	50*
O=C(COc1ccccc1Cl)Nc1ccc(CN2CCOCC2)cc1	2.6	5%	1%	-1.2	28%	-9%	-1	-1%	-1
Cc1nc2nc[nH]n2c(=O)c1CCC(C)C	-0.1	3%[57.1 µM]	0%	-2.9	23%[57.1 µM]	-6%	-3	-16%	-28

4 of the compounds above, as a markdown table:
| SMILES | TRHR ag | TrxR1 substrate | Pin1 inhibitor | D2 agonist | rTrxR1 inhibitor | mIDH1 inhibitor | TRHR PAM | USP1-UAF1 inh | D2 antag |
| --- | --- | --- | --- | --- | --- | --- | --- | --- | --- |
| Cc1nnsc1C(=O)NC(C)c1ccccc1 (configuration not stated) | 2.6 | 8% | -4% | -0.2 | 17% | -7% | 1 | -12% | -7 |
| CCOc1cc(C(=O)N2CCCC2)cc(OCC)c1OCC | -0.5 | -5% | -4% | -0.5 | -10% | -3% | -6 | 6% | 7 |
| CCOc1ccc(NC(=O)C2CC(=O)N(c3ccc(C(C)C)cc3)C2)cc1 (configuration not stated) | -0.2 | 6% | -1% | · | -3% | -3% | -10 | -29% | · |
| COCc1nnc(NC(=O)c2sc3ccccc3c2Cl)s1 | -0.5 | -10% | -8% | 0.2 | -5% | 18% | -4 | -17% | 0 |
